PLK1 PBD inh – blocks phosphopeptide binding to human Plk1 polo box domain; P53350; Plk1 PBD phosphopeptide binding, fluorescence polarization; inhibition, %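 (tested at about 20 µM)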; 97,000 compounds, 0.13% hits; in the data active = inhibition above about 34%, passing the limit was not always enough
PLK1 inh – PLK1 (human) kinase inhibition; AID 619; inhibition, % at 10 µM; P53350; recombinant PLK1 kinase, TR-FRET peptide phosphorylation; 97,000 compounds, 0.53% hits;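 active = inhibition of 50% or more in the single-concentration screen; inactive = inhibition below 50%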;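 also: 0% = DMSO max control and 100% = H-89 dihydrochloride min control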
LYP act – increases human PTPN22 phosphatase activity. Q9Y2R2. recombinant LYP, DiFMUP fluorescence; 0 = plate median, 100 = signal doubled. activation, % at 2 µM. 96,000 compounds, 0.11% hits. AID 697;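 active = activation at 2 µM above a set limit, the mean plus 5 SD, cut at about 37% in these data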
FAK inh – FAK (human) kinase inhibition; Q05397; biochemical FAK kinase activity assay; inhibition, %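 (tested at 7 µM)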; 97,000 compounds, 0.84% hits; in the data active = inhibition above about 19%;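 also: 0% = DMSO and 100% = reference compound high control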
Target sequence (Q05397 whole entry, looked up): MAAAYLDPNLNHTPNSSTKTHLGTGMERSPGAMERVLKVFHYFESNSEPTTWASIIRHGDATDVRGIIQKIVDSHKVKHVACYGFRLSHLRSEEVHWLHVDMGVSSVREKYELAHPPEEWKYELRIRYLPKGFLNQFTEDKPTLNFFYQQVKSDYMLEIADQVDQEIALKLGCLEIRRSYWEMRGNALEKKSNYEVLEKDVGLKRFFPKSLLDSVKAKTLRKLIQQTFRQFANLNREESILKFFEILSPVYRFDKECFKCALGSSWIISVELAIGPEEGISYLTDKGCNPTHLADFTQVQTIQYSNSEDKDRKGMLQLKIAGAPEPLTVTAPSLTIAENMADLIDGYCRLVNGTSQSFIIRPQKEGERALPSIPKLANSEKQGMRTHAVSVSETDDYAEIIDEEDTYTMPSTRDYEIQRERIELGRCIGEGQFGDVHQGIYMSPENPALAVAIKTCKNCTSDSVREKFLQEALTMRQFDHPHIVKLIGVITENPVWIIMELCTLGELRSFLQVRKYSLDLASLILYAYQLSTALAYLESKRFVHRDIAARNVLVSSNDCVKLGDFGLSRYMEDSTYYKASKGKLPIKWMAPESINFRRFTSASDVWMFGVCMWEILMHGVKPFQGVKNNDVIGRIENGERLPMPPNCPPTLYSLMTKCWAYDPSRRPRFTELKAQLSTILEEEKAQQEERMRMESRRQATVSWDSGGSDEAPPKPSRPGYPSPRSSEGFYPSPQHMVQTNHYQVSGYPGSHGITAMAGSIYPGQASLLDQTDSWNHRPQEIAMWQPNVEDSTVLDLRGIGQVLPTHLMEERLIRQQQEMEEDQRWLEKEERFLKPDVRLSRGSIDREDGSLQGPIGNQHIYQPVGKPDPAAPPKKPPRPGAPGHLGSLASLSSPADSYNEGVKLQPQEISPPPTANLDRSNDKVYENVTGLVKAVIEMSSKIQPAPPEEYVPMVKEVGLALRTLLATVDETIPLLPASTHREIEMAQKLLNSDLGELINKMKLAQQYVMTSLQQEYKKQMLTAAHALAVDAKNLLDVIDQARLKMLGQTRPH
HIV Rev-RRE inh – inhibitors of HIV-1 Rev-RRE RNA interaction; P05866; Rev peptide-RRE RNA binding, FRET; inhibition, % at 8 µM; 97,000 compounds, 0.79% hits; AID 704;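 active = inhibition above the screen-wide mean plus 3 SD, cut at about 35% in these data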;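 also: 0% = median DMSO wells and 100% = median Neomycin B control wells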
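Assay system: Rev peptide and RRE RNA, both fluorescently labelled; times: 5 min preincubation and 15 min binding, 25 °C; detection: FRET, ex 480 nm, em 540 and 671 nm; read-out basis: % inhibition from 671/540 nm acceptor-to-donor ratio, scaled between controls; benchmarks: DMSO low control, neomycin B high control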
PTPN22 inh 2 – LYP (human) phosphatase inhibition; AID 640; recombinant LYP catalytic domain, DiFMUP fluorescence; inhibition, % at 2 µM; 96,000 compounds, 0.21% hits; Q9Y2R2;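 active = inhibition at 2 µM at or above a set limit, the screen mean plus 3 SD, cut at about 24% in these data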;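 also: 0% = DMSO with enzyme and 100% = enzyme fully blocked by orthovanadate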
EphB4 ephrin blk – blocks human EphB4 binding to ephrin-B2. inhibition, % at 7 µM. P54760. AID 720. EphB4 LBD / TNYL-RAW-Alexa532 peptide, fluorescence polarization. 97,000 compounds, 0.15% hits;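 active = inhibition above the screen-wide mean inhibition plus 3 SD, cut at about 15% in these data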;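 also: 0% = DMSO wells and 100% = excess unlabeled TNYL-RAW peptide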
F-actin modifier – modifiers of cytoskeleton assembly; inhibition, % at 2 µM; AID 836; HUVEC TNFa F-actin phalloidin imaging, high content; 91,000 compounds, 0.18% hits;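 active = inhibition above the batch mean plus 3 SD and confirmed as a hit by visual image inspection, cut at about 30% in these data, passing the limit was not always enough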; also: strong numbers were not always called active
Pyk2 oligo antag – Pyk2 (human) oligomerization antagonism | Q14289 | Q293 cells, Pyk2 FERM NanoBiT luminescence; active compounds read low | z-score (the deposit names both 25 µM and 10 µM) | 99,000 compounds, 0.83% hits | AID 1347419;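 active = Z-score of -3 or lower, scaled per plate to the spread of control and sample wells; inactive = z-score above -3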;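 also: negative z-score means lost luminescence so less FERM oligomerization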
Starred values were filed as active, the others as inactive; nt = not tested or not shown.

canonical_smiles	EphB4 ephrin blk	PLK1 PBD inh	HIV Rev-RRE inh	FAK inh	F-actin modifier	Pyk2 oligo antag	PTPN22 inh 2	LYP act	PLK1 inh
O=C(COC(=O)CCOc1ccccc1)Nc1ccc(Cl)cn1	1.9	11.3	12.3	0.5	22.6	0.58	4.0	2.1	-7.3
Nc1cc(-c2nn[nH]n2)ccc1F	4.9	6.7	10.3	4.5	-10.2	-0.2	-2.6	1.3	-3.4
Cc1nn(-c2ccccc2)c2c1C(=O)N(Cc1ccccc1)C(=O)C(C)(C)C2	1.2	13.6	16.7	0.3	3.3	-1.66	6.1	-9.3	20.0
CCOC(=O)/C(C#N)=C1/C=CN(C)C=N1	3.8	21.9	6.0	-2.5	-13.6	0.26	-6.5	4.2	-15.3
COc1cccc(N2CCN(C(c3ccccn3)c3nnnn3C(C)(C)C)CC2)c1 (stereo not given)	1.6	-16.9	7.7	-1.1	3.5	-0.08	-1.7	1.2	-12.9
FC(F)(F)c1cc(-c2ccccc2)nc(NCC2CCCO2)n1 (stereo not given)	-0.1	-20.1	4.0	-3.8	29.7	-1.33	-2.5	0.7	-4.3
Cc1nnsc1Sc1cccc(C(F)(F)F)c1	-4.1	-18.8	0.7	-0.5	17.6	0.24	12.8	-7.2	-8.9
CCOC(=O)NC(C(F)(F)F)(C(F)(F)F)P(=O)(c1ccccc1)c1ccccc1	3.6	-31.3	5.5	0.5	-17.5	1.36	0.5	-1.4	-8.9
CCOC(=O)C(C)Sc1nnc(-c2ccccc2O)n1-c1ccc(C)cc1 (stereo not given)	5.3	10.8	2.0	0.7	-0.3	-1.32	6.8	-6.9	-12.9
CCOC(=O)C1CCN(S(=O)(=O)c2cccc(-c3cn4ccccc4n3)c2)CC1	-3.5	20.0	8.7	2.7	-25.6	0.95	-0.9	-1.4	-5.4
C=CCNc1ncnc2c1[nH]c1ccc(C)cc12	8.4	18.4	6.8	25.1*	-22.2	-0.95	-3.1	2.5	-5.3
COc1ccc(-c2nc(CSCC(=O)N3CCN(C4CCCCC4)CC3)c(C)o2)cc1OC	-4.4	-7.8	5.9	3.9	-5.4	nt	0.9	-3.6	-20.2
CC(=O)N1CCN(c2nc3cc4c(cc3nc2NS(=O)(=O)c2ccccc2)OCCO4)CC1	-0.8	-13.2	11.9	5.8	-20.0	-0.12	-8.3	5.8	2.2
COc1c(/C=N/Nc2ccc([N+](=O)[O-])cc2[N+](=O)[O-])c(C)nn1-c1ccccc1	5.8	-21.6	10.5	4.1	-6.8	-0.89	8.0	-5.5	-0.1
CC(=O)Nc1ccc(NC(=O)Oc2ccccc2)cc1	1.9	7.8	5.2	0.1	16.1	-0.07	4.9	-7.0	1.4
COc1ccc(C(=O)Nc2cccc([N+](=O)[O-])c2)cc1Br	3.5	-1.1	1.6	-2.7	15.2	1.28	12.2	-9.1	-2.0
Cc1ccc(C(=O)Oc2ccccc2N2C(=O)C3CCCCC3C2=O)cc1 (stereo not given)	7.2	-7.7	4.4	3.4	-4.0	0.56	8.3	-10.6	-12.9
COCc1nnc(NC(=O)CC(c2ccccc2)c2ccccc2)s1	17.4*	-17.7	-0.5	-10.6	-1.0	-1.42	8.2	-5.9	-5.9
Cc1cc(C)c(OCC(=O)Nc2cccc(O)c2)cc1C	-5.2	-5.3	5.6	0.2	3.5	0.33	-5.9	4.0	-9.9
COc1ccc(CCNC(=O)COC(=O)c2ccc(Br)o2)cc1OC	5.9	-4.3	1.0	0.1	19.5	0.81	-8.6	6.9	25.3
Cc1nc(SCc2cccc(F)c2)[nH]c(=O)c1C#N	-12.3	12.9	0.5	-2.9	-6.4	0.8	-13.2	10.6	-9.0
COc1cccc(C2NC(=O)c3ccccc3O2)c1OC (stereo not given)	4.8	3.4	0.4	3.3	-10.3	-0.42	1.6	-2.8	-6.9
COc1ccc(C(=O)CSc2nnc(-c3ccccn3)n2Cc2ccco2)cc1	1.2	-24.8	4.9	2.5	6.3	0.5	2.0	-5.3	-2.3
Cc1ccc(CN(CC(=O)N/N=C/c2ccccc2[N+](=O)[O-])S(=O)(=O)c2ccc(C)cc2)cc1	0.5	2.9	5.8	-0.9	-2.5	-1.42	15.5	-18.0	-3.6
c1ccc2c(c1)nc(NCCN1CCOCC1)c1nncn12	12.6	11.1	8.0	0.1	-2.3	nt	-3.2	0.7	-3.2
Cc1cc(C(=O)Nc2ccccc2)c(C)o1	2.2	-2.3	4.1	0.5	-14.7	1.12	5.5	-3.9	-10.4
O=C1CC(c2ccccc2)n2nc(N3C(=O)c4ccccc4C3=O)nc2N1 (stereo not given)	-7.4	0.0	14.8	4.5	-11.9	0.37	4.4	-7.6	-16.5
Cc1ccc(C2CC(=O)c3cnc(N4CCN(c5ccccc5)CC4)nc3C2)cc1 (stereo not given)	-12.7	-33.6	-1.7	-1.3	nt	-1.23	-3.7	4.2	-4.2
CCOC(=O)N1CCN(C(=O)COc2ccc(S(=O)(=O)NC3CCCCC3)cc2C)CC1	-0.8	16.5	-1.9	3.2	-0.4	0.54	-3.5	-0.2	-5.3
CCNc1c(N)c(=O)oc2ccccc12	-0.6	17.8	2.6	5.4	-4.3	0.78	3.8	-4.5	-20.2
O=C(Cn1c(=O)n(-c2ccccc2)c(=O)n1CC(=O)N1CCCCC1)N1CCCCC1	3.1	-10.4	8.7	-2.1	31.7	0.33	2.5	-3.4	6.3
CCc1cccc(CC)c1NC(=O)CSc1nc2ccc(N3C(=O)C4C5C=CC(C5)C4C3=O)cc2s1 (stereo not given)	1.6	9.0	9.4	0.4	5.3	-0.56	-11.4	9.9	-5.6
COc1ccc(C(=O)N2CCCCC2)cc1S(=O)(=O)Nc1ccccc1	1.6	17.8	0.3	2.1	1.6	0.89	11.4	-11.4	-8.5
c1ccc(OCCSc2nnc3sc4ccccc4n23)cc1	-5.4	-3.3	4.5	0.7	-42.8	0.22	0.4	-2.4	-12.2
CCOC(=O)c1cnc(-c2ccccc2)nc1N	3.4	-17.7	5.0	3.7	-9.6	-0.16	-3.3	3.9	-10.4
O=S(=O)(c1cccs1)N1CCc2ccccc2C1	5.2	13.1	8.8	2.2	4.0	-0.44	-1.4	-2.3	-5.4
CCN(CC)C(=O)CSc1nnc(CCNC(=O)OC(C)(C)C)o1	-5.4	-19.9	-2.4	4.6	-40.2	1.05	-4.5	3.8	-0.8
CCOC(=O)N1CCC(NC(=O)CS(=O)(=O)Cc2nc(-c3cccc(OC)c3)oc2C)CC1	7.1	-8.3	-3.6	-8.1	-19.1	1.49	-5.1	2.6	-5.6
O=S(=O)(c1ccc(Br)cc1)N1CCN(c2ccc3nnc(-c4ccccc4)n3n2)CC1	-5.9	-14.5	4.8	-3.4	-1.0	nt	9.6	-10.4	-72.6
N#Cc1nc(Cc2ccccc2)oc1NCCCn1ccnc1	0.5	-0.1	2.0	-1.2	16.1	-0.51	-7.0	6.4	-3.4
COc1ccc(N2CCN(C(=O)c3ccc(NS(=O)(=O)c4cccc(F)c4)cc3)CC2)cc1	1.4	-16.7	0.4	4.7	1.3	-0.13	-5.4	5.0	-15.7
Clc1ccc(-c2nc3cnccn3c2Nc2ccc3c(c2)OCO3)cc1	4.1	-18.1	-1.8	1.4	9.8	nt	1.0	-1.0	6.7
OCCCn1c(-c2ccccc2)nc(=S)c2c1CCCC2	3.6	-30.4	7.7	-0.7	4.2	-0.14	-2.8	0.2	-13.1
COc1cc(C2SCC(=O)N2c2nnc(C34CC5CC(CC(C5)C3)C4)s2)cc(OC)c1OC (stereo not given)	-6.2	16.6	-5.2	-7.8	28.6	-0.13	13.9	-9.1	-0.6
COc1c(C)cc(S(=O)(=O)NC2CC(C)(C)NC(C)(C)C2)c(C)c1C	1.5	-8.8	1.3	2.0	-2.2	1.53	2.1	-3.5	-12.4
Cc1[nH]n(-c2ccc(Cl)cc2)c(=O)c1/C=N/n1c(C)nc2ccccc2c1=O	0.8	19.9	2.8	-3.5	0.8	0.42	-0.8	2.4	-8.4
O=C(O)c1cccc(Cn2cccn2)c1	1.0	-12.3	5.0	4.8	27.7	0.64	-16.4	13.4	-4.3
COc1ccc(N2CCN(CCCNC(=O)CCCn3c(=O)[nH]c4ccsc4c3=O)CC2)cc1	7.7	-9.0	-4.4	-6.3	-30.8	0.45	7.5	-4.1	-4.8
c1coc(-c2nnc(SCc3cn4ccccc4n3)o2)c1	6.3	-10.6	10.8	-0.6	16.6	0.33	-4.7	4.0	-6.4
CCOC(=O)c1c(NC(=O)c2cc(C)oc2C)sc(C(=O)Nc2ccc(Cl)cc2)c1C	-0.4	-28.3	5.7	-5.8	-9.5	-0.74	4.8	-1.3	-13.3
COc1cc(OC)cc(C(=O)N/N=C/c2ccc(OC)c(COc3ccc4ccccc4c3)c2)c1	-5.1	-8.0	4.7	-1.6	-10.3	-0.77	8.5	-6.2	-13.1
CCC(=O)N1N=C(c2ccc(NS(C)(=O)=O)cc2)CC1c1ccc(C)cc1 (stereo not given)	-2.6	-12.7	3.3	2.6	4.3	-0.27	-0.2	2.3	-26.8
COC(=O)c1cc(Cc2ccc(N)c(C(=O)OC)c2)ccc1N	-1.8	22.0	2.0	-1.6	-11.7	-2.02	-3.4	3.3	-13.6

Exported field by field: entries from further up
COc1ccc(N2CCN(CCCNC(=O)CCCn3c(=O)[nH]c4ccsc4c3=O)CC2)cc1
  EphB4 ephrin blk: 7.7
  PLK1 PBD inh: -9.0
  HIV Rev-RRE inh: -4.4
  FAK inh: -6.3
  F-actin modifier: -30.8
  Pyk2 oligo antag: 0.45
  PTPN22 inh 2: 7.5
  LYP act: -4.1
  PLK1 inh: -4.8

c1coc(-c2nnc(SCc3cn4ccccc4n3)o2)c1
  EphB4 ephrin blk: 6.3
  PLK1 PBD inh: -10.6
  HIV Rev-RRE inh: 10.8
  FAK inh: -0.6
  F-actin modifier: 16.6
  Pyk2 oligo antag: 0.33
  PTPN22 inh 2: -4.7
  LYP act: 4.0
  PLK1 inh: -6.4

COc1cc(OC)cc(C(=O)N/N=C/c2ccc(OC)c(COc3ccc4ccccc4c3)c2)c1
  EphB4 ephrin blk: -5.1
  PLK1 PBD inh: -8.0
  HIV Rev-RRE inh: 4.7
  FAK inh: -1.6
  F-actin modifier: -10.3
  Pyk2 oligo antag: -0.77
  PTPN22 inh 2: 8.5
  LYP act: -6.2
  PLK1 inh: -13.1

Screens as filed in PubChem BioAssay.

Outcome played no part in choosing rows; any-hit rate near 3.5%.
